Assay outcomes deposited in PubChem BioAssay by The Scripps Research Institute Molecular Screening Center.
FBW7 activator = activators of human E3 ligase FBW7 | 650,000 compounds, 0.13% hits | AlphaScreen FBW7–phospho-cyclin E peptide binding, activator screen | AID 1259310 | Q969H0 | normalized activity (activation), % at 26.1 µM; in the data active means normalized activity above about 1.9%;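 further: purified mutant Fbw7 with reduced substrate affinity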
TEAD-YAP inh = TEAD-YAP interaction inhibition | HEK-TIYL cells, TEAD-Gal4/YAP UAS-luciferase luminescence | inhibition, % at 9.12 µM | 640,000 compounds, 1.4% hits | AID 1259422; in the data active means inhibition above about 32%;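 further: 0% = median of test compound wells and 100% = reference inhibitor wells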
GPR151 ag = activators of human GPR151; Q8TDV0; PathHunter beta-arrestin GPR151 cells, luminescence; activation, % at 11.2 µM; 650,000 compounds, 1% hits; AID 1508602; in the data active means activation above about 4.9%;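 further: 0% = median of compound wells and 100% = cells with positive control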
Target sequence (Q8TDV0 whole entry, looked up): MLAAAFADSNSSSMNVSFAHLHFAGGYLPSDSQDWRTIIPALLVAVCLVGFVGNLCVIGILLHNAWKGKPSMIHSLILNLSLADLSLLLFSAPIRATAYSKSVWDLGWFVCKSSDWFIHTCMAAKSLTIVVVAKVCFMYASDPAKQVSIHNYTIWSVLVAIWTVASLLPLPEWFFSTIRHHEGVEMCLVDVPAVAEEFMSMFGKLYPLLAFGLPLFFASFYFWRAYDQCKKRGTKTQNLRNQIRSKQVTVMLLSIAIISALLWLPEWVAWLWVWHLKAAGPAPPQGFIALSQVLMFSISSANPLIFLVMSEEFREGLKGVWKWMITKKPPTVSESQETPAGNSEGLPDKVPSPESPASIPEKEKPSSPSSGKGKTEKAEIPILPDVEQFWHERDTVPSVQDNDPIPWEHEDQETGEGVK
MITF primary = human MITF inhibition, primary screen. O75030. AlphaScreen MITF homodimerization, bead proximity signal. inhibition, % at 2.6 µM. 650,000 compounds, 0.91% hits; in the data active means inhibition above about 50%;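 further: 0% = vehicle wells with protein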
Target sequence (O75030 whole entry, looked up): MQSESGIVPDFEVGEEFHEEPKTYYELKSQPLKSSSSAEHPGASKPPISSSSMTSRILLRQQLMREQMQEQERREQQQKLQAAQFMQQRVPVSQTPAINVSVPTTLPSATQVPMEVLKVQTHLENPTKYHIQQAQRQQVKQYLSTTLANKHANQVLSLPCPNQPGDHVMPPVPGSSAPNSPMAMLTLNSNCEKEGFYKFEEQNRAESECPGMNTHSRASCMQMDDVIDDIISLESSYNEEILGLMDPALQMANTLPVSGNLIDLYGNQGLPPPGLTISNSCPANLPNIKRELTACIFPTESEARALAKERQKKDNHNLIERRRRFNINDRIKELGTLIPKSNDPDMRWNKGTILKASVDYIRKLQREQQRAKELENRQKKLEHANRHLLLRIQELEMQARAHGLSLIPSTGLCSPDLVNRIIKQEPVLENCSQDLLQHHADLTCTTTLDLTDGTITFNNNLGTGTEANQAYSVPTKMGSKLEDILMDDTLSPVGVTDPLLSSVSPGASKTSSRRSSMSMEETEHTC
* hit, by the source's call; . = not tested or not shown; & = joins results of further samples.

A first look:
SMILES	FBW7 activator	TEAD-YAP inh	GPR151 ag	MITF primary
O=C(c1cc2ccccc2oc1=O)N1CCSC1c1ccc([N+](=O)[O-])cc1 (configuration not stated)	-0.1	7	1.1	-5
Clc1cccc(N2COc3ccc4ccccc4c3C2)c1	-0.1	9	0.3	-6

All compounds of this part (from the top)
SMILES	FBW7 activator	TEAD-YAP inh	GPR151 ag	MITF primary
O=C(c1cc2ccccc2oc1=O)N1CCSC1c1ccc([N+](=O)[O-])cc1 (configuration not stated)	-0.1	7	1.1	-5
Clc1cccc(N2COc3ccc4ccccc4c3C2)c1	-0.1	9	0.3	-6
CCn1c(SCC(=O)Nc2ccc(C(=O)O)cc2)nnc1-c1ccc(C)cc1	0.0	1	0.5	16
CCCNC(=O)C(=O)NCC(c1ccco1)S(=O)(=O)c1ccccc1 (configuration not stated)	-0.1	-7	1.0	6
O=C1c2ccccc2C(=O)N1CNc1ccccc1F	0.0	-5	0.3	-2
Cc1cccc(C)c1OCCn1ccnc1	1.0	7	-0.2	18
O=[N+]([O-])c1cc2c3c(nn(-c4ccccc4)c3c1)C1OCC(CS2)O1 (configuration not stated)	0.0	-7	-1.0	4
CC(=O)Nc1cc2ccc(OC(C)=O)cc2oc1=O	0.1	13	-1.3	14
Cc1ccc(OCCN2CCOCC2)cc1C	-0.1	-8	1.0	-18
CCCCCCC(=O)Nc1nnc(CCCCCC)s1	-0.1	12	0.0	5
COC(=O)C1=C(C)N(Cc2ccccc2)C(=O)N[C@H]1c1ccco1	0.6	.	0.8	18
C=CCn1c(SCC(=O)c2ccc(Cl)s2)nnc1-c1ccncc1	0.0	3	0.8	-2
N#C/C(=C\c1cc2c(cc1Br)OCO2)c1nn(CCO)c(N)c1C#N	-0.2	-17	0.9	1
Cn1c(O)c(C=Nc2ccc(F)cc2)c(=O)n(C)c1=O	0.1	-5	0.7	8
COc1ccc(CCNC(=O)CN(C)S(=O)(=O)c2ccc(OC)c(C)c2)cc1	0.1	4	0.3	-15
COc1ccc(S(=O)(=O)N(CCc2ccccc2)CC(=O)NCc2ccc(C)cc2)cc1OC	-0.1	-6	1.6	-3
O=C(N[C@H]1C[C@H]2C(=O)N[C@H](Cc3ccccc3)C(=O)N2C1)c1ccccc1	0.0	-3	-0.6	-3
Cc1cc(NC(=O)CN2CC(C)OC(C)C2)no1 (configuration not stated)	0.3	2	-0.3	16
Cc1ccc(C)n1C(Cc1c[nH]c2ccccc12)C(=O)O (configuration not stated)	-0.9	-6	-0.6	87*
Cc1cc(C)cc(NC(=O)C2CCCN2S(=O)(=O)c2ccc(Cl)cc2)c1 (configuration not stated)	-0.1	-1	0.2	1
COc1cccc(-c2ncnn2-c2cccc(Cl)c2C)c1	-0.1	8	-0.4	14
O=C(NCCO)C(=O)Nc1ccccc1	0.8	-23	-0.7	18
O=C(c1ccc(NC(=S)NCc2ccc(F)cc2)cc1)N1CCCC1	-0.1	-7	-1.9	22
O=C1COc2cc(-c3c(NC4CCCCCCC4)c(=O)c3=O)ccc2N1	0.0	-4	1.7	2
CCOC(=O)CSc1nnc2n(Cc3ccccc3)c(=O)c3c(n12)-c1ccccc1CC31CCCCC1	0.0	-1	0.3	8

4 of the compounds above, as labelled records.
Cc1ccc(C)n1C(Cc1c[nH]c2ccccc12)C(=O)O (configuration not stated)
- FBW7 activator: -0.9
- TEAD-YAP inh: -6
- GPR151 ag: -0.6
- MITF primary: 87*

Cc1cc(C)cc(NC(=O)C2CCCN2S(=O)(=O)c2ccc(Cl)cc2)c1 (configuration not stated)
- FBW7 activator: -0.1
- TEAD-YAP inh: -1
- GPR151 ag: 0.2
- MITF primary: 1

COc1cccc(-c2ncnn2-c2cccc(Cl)c2C)c1
- FBW7 activator: -0.1
- TEAD-YAP inh: 8
- GPR151 ag: -0.4
- MITF primary: 14

O=C(NCCO)C(=O)Nc1ccccc1
- FBW7 activator: 0.8
- TEAD-YAP inh: -23
- GPR151 ag: -0.7
- MITF primary: 18

A second format for some results above.
> O=C(c1ccc(NC(=S)NCc2ccc(F)cc2)cc1)N1CCCC1
  FBW7 activator: -0.1
  TEAD-YAP inh: -7
  GPR151 ag: -1.9
  MITF primary: 22
> Cc1ccc(OCCN2CCOCC2)cc1C
  FBW7 activator: -0.1
  TEAD-YAP inh: -8
  GPR151 ag: 1.0
  MITF primary: -18
> CCn1c(SCC(=O)Nc2ccc(C(=O)O)cc2)nnc1-c1ccc(C)cc1
  FBW7 activator: 0.0
  TEAD-YAP inh: 1
  GPR151 ag: 0.5
  MITF primary: 16

Other compounds
SMILES	FBW7 activator	TEAD-YAP inh	GPR151 ag	MITF primary
Nc1c(C(=O)Nc2cccc3ccccc23)sc2nc3c(c(-c4ccco4)c12)CCCC3	0.1	6	0.8	-14
CCn1cc(CN2CCN(Cc3ccc(OC)cc3F)C(CCO)C2)cn1 (configuration not stated)	-0.1	5	3.1	-3
Cc1noc(C)c1S(=O)(=O)N1CCCC(C(=O)NCC2CCCO2)C1 (configuration not stated)	0.9	3	-0.1	11
CN1CCN(C(=O)c2cccc(-n3c(=S)[nH]c4cc(Cl)ccc4c3=O)c2)CC1	-0.1	10	1.6	-8
CC1=C(C(=O)Nc2ccccc2)C(c2ccccc2)n2c(s/c(=C\c3ccc(C(F)(F)F)cc3)c2=O)=N1 (configuration not stated)	1.0	1	1.1	3
CCOC(=O)C1=C(C)N=c2s/c(=C\c3ccc(OC)c(I)c3)c(=O)n2C1c1ccc(OC)c(OC)c1 (configuration not stated)	-0.1	3	-1.1	-7
O=C(O)c1cccc(NC(=S)NC(=O)c2ccccc2F)c1	0.0	-19	-1.6	-9
COc1ccc(-c2nc(Nc3ccc(N4CCOCC4)cc3)c3ncn(C4CCCCC4)c3n2)cc1	-0.4	-5	4.1	16
CCOC(=O)C1=C(C)Nc2ncnn2C1c1ccccc1I (configuration not stated)	-0.1	10	-0.8	1
Cc1cccc(N=Cc2sc3ccccc3c2O)c1	-0.1	21	-5.9	-7
CCOc1cc(Br)cc(C2Oc3nc(SC)nnc3-c3ccccc3N2C(C)=O)c1OC(C)=O (configuration not stated)	0.1	-4	-0.4	12
C=CCOC(=O)c1cc(-c2ccc(/C=C3/C(=O)N(c4cccc(C(F)(F)F)c4)N=C3C)o2)ccc1Cl	0.9	5	-0.2	15
CCOC(=O)C1=C(C)N(c2ccc(OCC)cc2)C(C)=C(C(=O)OCC)C1c1ccc(Br)cc1	-0.1	-3	0.5	-3
CC(=O)c1ccc(-c2cnc3c(NCC4CC4)nccn23)s1	0.3	-5	0.1	8
CCOC(=O)CC(=O)CSc1nc(N)c2c3c(sc2n1)CCCC3	0.1	-17	-1.8	10
COc1ccc(Cn2ccnc2)cc1[N+](=O)[O-]	-0.3	-1	-1.3	2
Cc1cccc(N2C(=N)SCC2=O)c1C	0.5	1	0.4	31
CC(=O)c1cccc(NS(=O)(=O)c2cc(C(=O)Nc3ccc(C(=O)O)cc3)ccc2C)c1	0.0	7	-1.1	16
O=C(N1CCOCC1)n1cnc(-c2ccccc2)c1-c1ccccc1	0.0	-9	1.3	2
Cc1ccc(-c2csc(N)n2)c(C)c1	-0.1	-3	0.1	10
COC(=O)c1[nH]nc2c1C(=O)N(c1ccc(F)cc1)C2=O	-0.1	8	-1.5	7
CCC(C(=O)Nc1ncc2c(n1)CC(C)(C)CC2=O)c1ccccc1 (configuration not stated)	0.1	4	0.3	-4
CS(=O)(=O)N(c1ccccc1Cl)S(=O)(=O)c1ccc(Cl)c([N+](=O)[O-])c1	0.5	14	-0.6	13
CCN1CCN(c2nc3cc(OC)ccc3cc2CNCc2cccs2)CC1	0.0	1	-0.9	-31
CCOc1cc(C(=O)Nn2cnnc2)cc(OCC)c1OCC	0.0	-2	0.5	9

Additional compounds
SMILES	FBW7 activator	TEAD-YAP inh	GPR151 ag	MITF primary
CS(=O)(=O)c1ccc(Cn2c3c(c4cc(F)cc(F)c42)CCCC3CC(=O)O)cc1 (configuration not stated)	0.0	.	-0.4	15
O=C(NCc1ccccc1)C(=O)NNC(=O)c1cccs1	-0.1	0	-1.5	-7
CCC(=O)NC1(Cc2ccc(O)cc2)CCCCC1	-0.3	-7	-0.5	-10
CNS(=O)(=O)c1ccc(N=Cc2c(O)[nH]c(=S)[nH]c2=O)cc1	0.0	-2	-1.0	0
CCCCOCCCNC(=O)c1ccc(F)cc1	-0.1	-2	-0.4	6
O=C(NC1CC1)c1cccc(Nc2cccnc2)c1	0.2	0	3.4	0
CCOc1ccccc1N(CC(=O)Nc1ccccc1C(F)(F)F)S(C)(=O)=O	-0.1	0	0.5	-3
O=C(CN1CCN(c2nc3ccc([N+](=O)[O-])cc3s2)CC1)Nc1ccc(Br)cc1	-0.1	-3	0.0	-9
COc1ccc2o/c(=N\c3sc4c(c3C#N)CCCC4)c(C(=O)Nc3ccccc3)cc2c1	0.2	-13	0.4	15
CC(C)(NC(=O)c1ccccc1C(=O)NCc1ccccc1Cl)C(=O)NCc1ccccc1Cl	-0.1	-9	-0.5	1
COc1ccc(Cl)cc1NC(=O)c1cccs1	0.0	-12	-2.8	10
Cc1cccc(Oc2ccc(N3C(=O)c4ccc(Oc5cccc([N+](=O)[O-])c5)cc4C3=O)cc2)c1	0.2	1	1.4	20
O=C(Nc1ccc(F)cc1)c1ccc(Br)cc1	-0.1	-27	-0.7	-2
O=C(OCC(O)CO)c1ccccc1Nc1ccnc2cc(Cl)ccc12 (configuration not stated)	-0.1&0.0&0.5	-9&-10	0.0&0.7&1.7	-9&1&7
O=C1CC(=O)Nc2cc(S(=O)(=O)NCC3COc4ccccc4O3)ccc2N1 (configuration not stated)	-0.2	5	5.0*	6
O=C(CN1C(=O)CCC1=O)Nc1nc(-c2ccc(Oc3ccccc3)cc2)cs1	-0.1	1	3.2	7
COc1cccc(NC(=O)CC(C)(C)C)c1	0.1	-1	3.9	-6
COc1cccc(OCCNC(=O)c2cc(C(F)(F)F)cc(C(F)(F)F)c2)c1	0.1	9	2.2	2
CCOC(=O)c1cc2sc(C)cc2n1CC(=O)N(C)C	0.0	-4	-1.5	12
O=C1NC(=O)C(=CC2=C3OC(c4ccccc4)=CC(c4ccccc4)=C3CCC2)C(=O)N1	-0.1	3	-1.9	-3
O=c1[nH]c2ccc(S(=O)(=O)Nc3ccc(Cl)cc3)cc2s1	-0.1	-1	-0.1	-2
O=C(O)/C(=C\C(=O)c1ccccc1)NNc1ccc([N+](=O)[O-])cc1[N+](=O)[O-]	-0.1	10	1.2	-5
CC(=O)c1nn(-c2cccc(Cl)c2)cc1C(=O)c1ccco1	0.1	1	-0.3	0
O=C(NC(N1CCCCC1)C(Cl)(Cl)Cl)c1ccccc1 (configuration not stated)	0.2	-10	-0.4	7
O=C1N[C@H](Cc2ccc(O)cc2)C(=O)N2CCN(C(=O)c3cc(F)ccc3F)C[C@H]12	0.1	0	2.5	10

(further entries)
SMILES	FBW7 activator	TEAD-YAP inh	GPR151 ag	MITF primary
O=C(NN1C(=O)/C(=C/c2cccc([N+](=O)[O-])c2)SC1=S)c1ccncc1	-0.1	6	-0.7	9
COCCNC(=O)Cn1nc2c3ccccc3nc(C(C)(C)C)n2c1=O	0.1	1	2.2	-6
COc1ccccc1/C=N/Nc1nc2ccccc2n2cnnc12	0.8	1	-1.1	-11
Cc1cc(N2CCN(C3CCCCC3)CC2)n2nc(C)nc2n1	-0.2	-2	-0.5	1
C#CCSc1nc2[nH]ncc2c(=O)[nH]1	-0.1	1	-1.9	12
COc1ccc(CN2CCCC(C(=O)N3CCCCC3)C2)c(OC)c1OC (configuration not stated)	0.1	8	0.4	75*
c1ccc(OCCNCCN2CCOCC2)cc1	0.2	-5	0.1	9
CCc1ccc(NC(=O)N2CCC(CN3CCCCC3)CC2)cc1	0.0	0	2.0	5
Cc1ccc(NC(=O)CN2C(=O)C(C)(C)Oc3ccc(C(=O)N4CCOCC4)cc32)cc1	-0.1	13	0.3	4
O=S(=O)(O)c1cc(OS(=O)(=O)c2ccccc2)cc2ccccc12	0.9	-3	1.4	16
COc1ccc(NC(=O)CCCCCn2c(SCc3cc(=O)n4cc(Cl)ccc4n3)nc3ccsc3c2=O)cc1	0.2	4	0.1	10
Cc1cc(=O)oc2cc(OCc3ccc(Cl)cc3)ccc12	-0.1	-56	-1.4	3
N#CCCCSc1nnnn1-c1ccccc1	0.0	-6	0.5	-5
CCOc1ccc(/C=C2/N=C(c3ccccc3OC)OC2=O)cc1	0.4	2	1.5	5
O=[N+]([O-])c1ccc(C2SCCN2S(=O)(=O)c2ccc3ccccc3c2)cc1 (configuration not stated)	-0.1	-8	-1.4	-2
C/C(=N\NC(=O)c1ccc(Cl)cc1)C(C)(C)C	0.0	-15	2.1	11
CSc1nsc(Br)c1NC(=O)C(F)(F)F	0.1	3	-1.3	0
CC(C)(O)C#CC1(C)CCCC(C)(C)O1 (configuration not stated)	0.0	9	0.7	1
Nc1ccc2c(c1)SSc1cc(N)ccc1-2	-0.1	-83	1.8	3
O=C1NC(=Nc2ccccc2Cl)S/C1=C/c1cc(Br)cc(Br)c1O	0.1	10	1.4	-6
COc1cccc(NC(=O)c2cnc3n(c2=O)CCS3)c1	-0.1	-20	-0.9	1
Cc1nn(C)cc1CNC(=O)c1ccc(Br)o1	0.0	5	0.5	2

Taken from above:
`CCOc1ccc(/C=C2/N=C(c3ccccc3OC)OC2=O)cc1` @ FBW7 activator: 0.4
`O=C1NC(=Nc2ccccc2Cl)S/C1=C/c1cc(Br)cc(Br)c1O` @ MITF primary: -6
